PrPC TRFRET – inhibitors of human cell surface prion protein PrPC | hit rate 0.43% among 370,000 | inhibition, % at 13.8 µM | P04156 | TR-FRET read-out; in the data active means inhibition above about 24%; further: 0% = median of the test wells and 100% = reference compound wells
Mtb BioA inh – inhibitors of Mycobacterium tuberculosis BioA enzyme; purified M. tuberculosis BioA enzyme, plate reader; inhibition, % at 9.99 µM; hit rate 0.096% among 360,000; in the data active means inhibition above about 40%; inconclusive means no clear call, values can overlap the other calls
GDH-TPI inh – inhibits GDH-TPI coupling enzymes, artifact for Mtb FBA screen; hit rate 1.2% among 360,000; GDH-TPI coupled enzyme counterscreen, NADH absorbance; inhibition, % at 4.8 µM;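 further: 0% = DMSO wells and 100% = wells lacking the enzyme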
CCHF vOTU inh – blocks the CCHF virus ovarian tumor domain protease; CCHFV vOTU protease, Pep-AMC fluorescence; inhibition, % at 11.5 µM; hit rate 0.55% among 370,000; AID 651958; further: 0% = vehicle wells with enzyme and 100% = no enzyme wells
BoNT-A LC inh2 – blocks Botulinum neurotoxin A light chain protease | multiplex microsphere protease substrate cleavage, flow cytometry | hit rate 0.17% among 360,000 | AID 588499 | inhibition, % at 10 µM; in the data active means inhibition above about 30%; inconclusive means no clear call, values can overlap the other calls; further: plate controls were buffer without enzyme for full effect and enzyme alone for no effect
FBA Mtb inh – inhibits M. tuberculosis FBA enzyme; inhibition, % at 1 µM; purified M. tuberculosis FBA, fluorescence read-out; hit rate 2.3% among 360,000; P9WQA3; in the data active means inhibition above about 27%;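 further: 0% = vehicle and 100% = reference inhibitor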
Target sequence (P9WQA3 whole entry, looked up): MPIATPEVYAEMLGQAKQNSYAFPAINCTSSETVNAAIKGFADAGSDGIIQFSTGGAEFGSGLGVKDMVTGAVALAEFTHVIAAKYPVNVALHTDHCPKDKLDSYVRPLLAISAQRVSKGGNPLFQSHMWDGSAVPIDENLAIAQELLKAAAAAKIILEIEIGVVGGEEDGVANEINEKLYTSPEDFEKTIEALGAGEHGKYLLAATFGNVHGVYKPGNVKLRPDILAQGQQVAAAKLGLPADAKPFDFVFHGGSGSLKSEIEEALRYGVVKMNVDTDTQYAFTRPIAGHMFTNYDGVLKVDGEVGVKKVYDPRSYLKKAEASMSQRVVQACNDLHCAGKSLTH
UGM FP inh – Mtb UDP-galactopyranose mutase inhibition | hit rate 0.06% among 320,000 | purified UGM, fluorescence polarization probe displacement | inhibition, % at 10 µM | P9WIQ1 | AID 504406; in the data active means inhibition above about 10%, passing the limit was not always enough; inconclusive means no clear call, values can overlap the other calls
Target sequence (P9WIQ1 whole entry, looked up): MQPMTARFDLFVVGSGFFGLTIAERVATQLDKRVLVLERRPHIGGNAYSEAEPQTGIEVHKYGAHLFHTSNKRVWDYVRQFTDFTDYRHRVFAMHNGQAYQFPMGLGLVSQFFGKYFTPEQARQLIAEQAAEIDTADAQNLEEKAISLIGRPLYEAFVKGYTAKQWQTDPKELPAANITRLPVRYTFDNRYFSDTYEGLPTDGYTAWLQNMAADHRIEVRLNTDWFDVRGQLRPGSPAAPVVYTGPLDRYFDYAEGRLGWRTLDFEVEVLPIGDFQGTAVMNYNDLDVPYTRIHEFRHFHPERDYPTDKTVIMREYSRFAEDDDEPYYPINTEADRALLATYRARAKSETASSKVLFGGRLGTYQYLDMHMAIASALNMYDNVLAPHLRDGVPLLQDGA
BoNT F protease – blocks Botulinum neurotoxin F light chain protease; Multiplex microsphere protease cleavage assay, flow cytometry; inhibition, % at 10 µM; hit rate 0.22% among 360,000; AID 588497; in the data active means inhibition above about 35%, passing the limit was not always enough; inconclusive means no clear call, values can overlap the other calls; further: plate controls were buffer without enzyme for full effect and enzyme alone for no effect
FadD28 FP inh – M. tuberculosis FadD28 bisubstrate binding inhibition. FadD28 bisubstrate probe binding, fluorescence polarization. inhibition, % at 12.5 µM. hit rate 0.22% among 360,000; in the data active means inhibition above about 8.5%, passing the limit was not always enough; inconclusive means no clear call, values can overlap the other calls
Starred values were filed as active, the others as inactive; ? = inconclusive; . = no result given; & = joins results of further samples. Unless noted, no stated cut-off is given here; in the data, active means inhibition above about 30%; inactive means the rest.

SMILES	PrPC TRFRET	Mtb BioA inh	GDH-TPI inh	CCHF vOTU inh	BoNT-A LC inh2	FBA Mtb inh	UGM FP inh	BoNT F protease	FadD28 FP inh
CCCn1c(SCC(=O)Nc2cccc(S(=O)(=O)NC3=NCCCCC3)c2)nc2ccccc2c1=O	-6	-0.3	6	5	-0.6	0	4.2	-7	-2.5
Cc1ccc(OC(C)C(=O)N2CCc3ccccc32)cc1 (stereo not drawn)	-3	-0.3	7	10	0.5	4	-1.8	5	-1.7
Cc1ccc(/C=N/c2sc3c(c2C(N)=O)CCCC3)o1	-1	3.1	-7	-3	-0.9	0	-0.9	2	-3.4
O=C(c1cc2sccc2n1Cc1ccccc1)N1CCc2ccccc21	19	-2.8	21	3	-0.7	-1	0.7	-6	2.0
O=C(N/N=C1\NC(=O)C(CO)(CO)S1)c1ccccc1	-7	.	-4	-6	-0.3	1	0.9	1	-2.3
CC(OC(=O)C1=Cc2ccccc2OC1)C(=O)NC1CCCC1 (stereo not drawn)	3	.	11	11	-0.3	0	0.3	-12	-4.7
CCCc1cc(=O)oc2cc(C)cc(O)c12	6	3.5	5	4	1.3	1	1.2	-2	-2.4
Cc1ccc(-n2nnnc2SCC(=O)N2CC(=O)Nc3ccccc32)cc1	7	0.4	6	-9	0.0	4	-0.2	-2	-1.8
CCOC(=O)C1=C(COC(=O)C2CC(=O)N(c3ccc(CC)cc3)C2)NC(=O)NC1C (stereo not drawn)	2	-1.9	1	8	-0.5	5	2.2	-5	-0.5
CC1CCCN(CCCNC(=O)C2CC(=O)N(CCc3ccccc3)C2)C1 (stereo not drawn)	5	-0.9	9	0	-1.1	2	-0.9	2	-2.1
COc1ccc(-n2c(-c3ccc(C)cc3)nc3ccccc3c2=O)cc1	-12	.	-5	-11	-0.4	2	-1.8	-7	-6.0
O=C(NC1CCCc2ccccc21)c1n[nH]c(=O)c2ccccc12 (stereo not drawn)	3	-0.8	-12	1	0.7	2	1.1	3	-4.8
CC(=O)Nc1ccc(NC(=O)C2CCN(S(C)(=O)=O)CC2)cc1	7	0.6	7	11	-0.1	-1	.	-5	-0.8
Cc1ccc(S(=O)(=O)c2cc3c(=O)n4ccccc4nc3n(C3CCCC3)c2=N)cc1	4	.	11	4	-5.5	5	0.4	-25	-1.6
COc1cccc(-n2cnc3sc(C)c(C)c3c2=O)c1	4	5.4	6	-11	1.3	-1	-0.8	11	-0.2
O=C(Nc1nnc(C2CCCO2)s1)c1ccc(Br)cc1 (stereo not drawn)	1	-2.0	8	-6	0.0	-1	-2.3	0	-3.8
CCC(C)[C@H](NC(=O)N1CCCCC1)C(=O)OC (stereo partly drawn)	-2	-2.8	10	-7	3.3	-1	1.2	?	-0.7
COc1ccccc1N(C)S(=O)(=O)c1ccc(C(=O)OCC(=O)c2c[nH]c3ccccc23)cc1	-2	.	6	-6	1.2	3	-1.1	-5	1.3
Cc1ccc(CNCCNCCO)s1	-1	-1.1	4	-10	1.7	2	-1.6	-3	0.0
Nc1cc2c(cc1Cl)-c1ccccc1C2	0	-0.1	12	3	-0.1	-4	.	-1	0.1
COc1ccccc1N1CCN(C2CCCN(C(=O)C3=NN(C)C(=O)CC3)C2)CC1 (stereo not drawn)	-5	-0.3	2	3	-0.5	-2	1.3	2	-1.0
CCc1ccc(NC(=O)C(=S)NC2CCCCC2)cc1	5	-1.8	-2	-2	0.0	0	1.6	-4	-0.6
O=C(NCCN1CCOCC1)c1ccc(=O)oc1	-4	4.4	22	-4	0.9	-2	-0.1	17	-4.6
O=C(Nc1ccnc(-c2ccncc2)n1)c1ccccc1Cl	-8	.	-3	3	-0.8	7	-0.6	-7	0.5
Cc1ccc(C(=O)NNC(=S)Nc2cccc3ccccc23)s1	5	.	15	12	-0.7	10	-0.1	-10	0.4

Reprinted from the part before: five compounds, then new ones.
SMILES	PrPC TRFRET	Mtb BioA inh	GDH-TPI inh	CCHF vOTU inh	BoNT-A LC inh2	FBA Mtb inh	UGM FP inh	BoNT F protease	FadD28 FP inh
COc1ccccc1N1CCN(C2CCCN(C(=O)C3=NN(C)C(=O)CC3)C2)CC1 (stereo not drawn)	-5	-0.3	2	3	-0.5	-2	1.3	2	-1.0
CCc1ccc(NC(=O)C(=S)NC2CCCCC2)cc1	5	-1.8	-2	-2	0.0	0	1.6	-4	-0.6
O=C(NCCN1CCOCC1)c1ccc(=O)oc1	-4	4.4	22	-4	0.9	-2	-0.1	17	-4.6
O=C(Nc1ccnc(-c2ccncc2)n1)c1ccccc1Cl	-8	.	-3	3	-0.8	7	-0.6	-7	0.5
Cc1ccc(C(=O)NNC(=S)Nc2cccc3ccccc23)s1	5	.	15	12	-0.7	10	-0.1	-10	0.4
CN(NC1CC(=O)N(c2ccccc2)C1=O)c1ccccc1 (stereo not drawn)	-3	.	26	17	0.6	-1	2.7	10	-0.7
COC(=O)[C@@]12CCCCN1[C@H](c1ccc(-c3ccc(Cl)c(Cl)c3)c(OC)c1)[C@@H]1C(=O)N(C)C(=O)[C@@H]12	-4	-1.8	0	1	-0.5	-3	.	7	-3.8
CCCc1cc(O)c2c(C)cc(=O)oc2c1	-7	-1.7	-1	2	0.0	8	-0.2	-1	-1.2
COc1cccc(Oc2nc(-c3ccncc3)nc3ccccc23)c1	3	-0.4	1	3	0.6	2	-0.1	-9	-1.0
CCC1=NC(c2ccccc2)N(O)C1(C)C (stereo not drawn)	-1	1.4	-6	10	-0.4	-1	0.6	2	-2.4
O=C(Cn1cnc2cc([N+](=O)[O-])ccc2c1=O)Nc1cccc2ccccc12	-55	-0.5	-1	-12	0.3	-5	1.0	1	-5.4
C=CC[C@@H](CC(=O)N[C@H](CO)Cc1ccccc1)C(=O)N[C@@H](C)COC(=O)[C@@H](CC=C)CC(=O)OC(C)(C)C	-3	1.7	5	16	-0.3	-2	-1.5	4	-1.8
O=C(CN1C(=O)COc2ccccc21)N1CCN(C2CCCCC2)CC1	0	1.1	-4	16	-0.8	4	-1.7	-8	-2.7
Nc1c(Cl)ncnc1N1CCN(c2ncnc(Cl)c2N)CC1	-2	.	14	5	0.5	3	0.6	2	-2.2
CCc1cc(C(=O)c2ccc(Br)cc2)c(NC(=O)CN(CC)CC)s1	-4	-3.5	-8	-12	-2.4	-6	0.5	?	-3.8
CSCCC(NC(=O)c1ccco1)C(=O)Nc1ccc(C)c(S(=O)(=O)N2CCOCC2)c1 (stereo not drawn)	0	.	2	8	?	-1	-1.3	?	-0.5
O=C(CSc1nnc(CNC(=O)C23CC4CC(CC(C4)C2)C3)n1-c1ccc(F)cc1)Nc1ccc(F)cc1	-6	-0.4	0	-2	0.5	-4	-1.2	-3	-3.5
COc1ccc(N2CCN(S(=O)(=O)c3ccc(Br)s3)CC2)cc1	3	-1.7	3	-4	?	2	-2.5	-2	-0.7
Cc1cc(Cl)ccc1OCC(=O)N(Cc1ccco1)C1CCS(=O)(=O)C1 (stereo not drawn)	-3	1.8	-11	-15	0.2	0	-1.4	?	-4.7
CCN(CC(=O)Nc1c(F)cccc1F)C(=O)CSc1nnc(-c2ccco2)n1CC	6	-0.9	6	8	0.9	2	3.1	2	0.8
N#CC1=C(N)OC2=C(CC/C2=C\c2ccccc2Cl)C1c1ccccc1Cl (stereo not drawn)	-2	.	8	5	1.7	2	-5.5	1	-1.9
Cc1c(Cl)cccc1S(=O)(=O)N1CCC(C(=O)NNC(=O)C2CC2)CC1	-6	.	2	-11	-0.3	-3	-0.8	-2	-0.5
O=C(CN1CCN(C(=O)c2ccc(OCc3cn4ccccc4n3)cc2)CC1)Nc1cccc(F)c1	-8	3.1	1	12	-0.2	7	7.0	-8	-4.3
COc1ccc(NS(=O)(=O)c2ccc(-c3coc(C)n3)cc2)c(OC)c1	10	1.5	19	14	2.0	5	-2.1	2	-1.9
O=C(NCc1cccnc1)OC1CC2CC1[C@H]1CCCCN1C2=O (stereo partly drawn)	-4	.	.	3	0.3	.	.	15	.
CCCOc1ccc(CNC(=O)C2CCN(c3nn4c(=O)cc(C)nc4s3)CC2)cc1	1	-0.2	2	10	-0.3	-1	0.4	0	0.0
CCCCn1c(/N=C/c2c[nH]c3ccccc23)nc2ccccc21	5	2.9	12	-9	-0.2	-3	1.1	-2	-1.6
COC(=O)Cc1csc(Nc2ccccc2)n1	9	.	-16	-11	0.2	-2	-1.1	0	-1.5
COc1ccc(NS(=O)(=O)c2cccc(C(=O)N/N=C(\C)c3ccc(-n4ccnc4)cc3)c2)cc1	-3	-1.7	9	8	0.0	1	-2.0	-6	-7.6
Cc1sc2ncn(-n3c(C)ccc3C)c(=O)c2c1C	-1	-2.3	-1	4	-1.1	0	1.7	-5	-3.8

Some entries already given, limited to UGM FP inh, BoNT F protease and CCHF vOTU inh:
molecule	UGM FP inh	BoNT F protease	CCHF vOTU inh
CCCCn1c(/N=C/c2c[nH]c3ccccc23)nc2ccccc21	1.1	-2	-9
COC(=O)Cc1csc(Nc2ccccc2)n1	-1.1	0	-11

(next part)
SMILES	PrPC TRFRET	Mtb BioA inh	GDH-TPI inh	CCHF vOTU inh	BoNT-A LC inh2	FBA Mtb inh	UGM FP inh	BoNT F protease	FadD28 FP inh
COc1cccc(-c2ccc(=O)n(CC(=O)Nc3cc4c(cc3NC(C)=O)OCCO4)n2)c1	.	.	2	.	?	4	-1.4	-1	-2.8
CCCNC(=O)C1CNc2ccccc2O1 (stereo not drawn)	-2	.	12	-8	0.9	2	0.9	8	0.9
O=C(NC(=S)N1CCCc2ccccc21)c1ccc(Cl)cc1	2	-0.7	16	5	21	1	-2.7	-12	-1.9
O=C(CO/N=C/c1ccccc1OC(F)F)N1CCc2ccccc21	-1	-0.1	5	-7	-0.7	-5	-3.3	-7	-0.7
C[C@H]1CN([C@@H](C)CO)C(=O)CCCn2nncc2CO[C@H]1CN(C)C(=O)Nc1cccc(Oc2ccccn2)c1	-3	-0.5&-0.1	4	4	-0.1	-1	.	-1	-3.2
COc1ccc(-c2nn(CCC(=O)O)cc2/C=C/C(=O)O)cc1[N+](=O)[O-]	-16	.	10	6	-0.3	-1	0.7	-7	0.2
COc1ccc(N(Cc2nnc3n2CCCCC3)C(=O)Nc2ccccc2)cc1	11	0.0	9	-10	-0.6	-1	-1.0	5	-1.4
NC(=O)C[C@@H]1N[C@]2(C(=O)Nc3ccccc32)[C@@H]2C(=O)N(C3CCCCC3)C(=O)[C@H]12	6	-0.4	5	-10	-0.1	1	1.4	-4	0.5
Cc1nc(CCl)cc(=O)[nH]1	4	.	12	-16	-3.1	-1	-0.9	-8	0.0
Cc1ccc(N2C(=O)C(CN3CCOCC3)C2c2ccccc2)cc1 (stereo not drawn)	5	-1.0	9	-3	-1.1	-1	-0.8	-12	-3.6
CN(C)c1ccc(CN(C(=O)COc2ccc(Br)cc2)C2CCS(=O)(=O)C2)cc1 (stereo not drawn)	-4	2.8	2	-6	?	0	1.0	29	-3.6
O=C(CSc1ccc([N+](=O)[O-])cc1)Nc1nnc(C2CC2)s1	1	-1.9	-1	7	-0.3	-2	-0.8	-5	-3.1
CC(C)CN1CCC(=O)N([C@H](COc2ccccc2)c2ccccc2)CC1	-2	2.4	-11	7	0.1	0	-0.5	0	-3.6
Cc1cccc(C(=O)Nc2nccs2)c1[N+](=O)[O-]	-3	-2.9	-8	-3	-0.3	-5	4.4	1	-5.0
CC(C)CCNC(=O)COC(=O)c1cc(Br)c(Br)s1	-9	.	-2	19	-1.0	0	-3.4	-6	-3.4
Cc1cccc(NC(=O)C2CCN(S(=O)(=O)c3c(C)noc3C)CC2)c1	0	-0.7	-3	11	1.1	-1	-3.3	6	-1.3
COc1ccc(NC(=O)c2sccc2OS(=O)(=O)N(C)C)cc1	-2	.	1	6	-0.3	-2	1.0	2	-1.4
O=C(c1ccco1)N1CCN(C(=S)Nc2ccccc2C(F)(F)F)CC1	6	-2.3	5	-1	0.1	7	3.9	-3	-1.0
CC(=O)Nc1ccc(NC(=O)COc2ccc([N+](=O)[O-])cc2)cc1	-14	.	4	11	0.7	-1	1.4	0	0.6
